PMI act satM6P: increases human PMI activity with near-saturating mannose 6-phosphate | coupled PMI enzyme assay, resazurin fluorescence, 20 min; stronger effect = higher value; 1 = untreated enzyme, 0 = substrate-free blank | activation factor at 20 µM | 190,000 compounds, 0.34% hits;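 active = activation factor of 2 or more at 20 µM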
Target sequence (P34949 whole entry, looked up): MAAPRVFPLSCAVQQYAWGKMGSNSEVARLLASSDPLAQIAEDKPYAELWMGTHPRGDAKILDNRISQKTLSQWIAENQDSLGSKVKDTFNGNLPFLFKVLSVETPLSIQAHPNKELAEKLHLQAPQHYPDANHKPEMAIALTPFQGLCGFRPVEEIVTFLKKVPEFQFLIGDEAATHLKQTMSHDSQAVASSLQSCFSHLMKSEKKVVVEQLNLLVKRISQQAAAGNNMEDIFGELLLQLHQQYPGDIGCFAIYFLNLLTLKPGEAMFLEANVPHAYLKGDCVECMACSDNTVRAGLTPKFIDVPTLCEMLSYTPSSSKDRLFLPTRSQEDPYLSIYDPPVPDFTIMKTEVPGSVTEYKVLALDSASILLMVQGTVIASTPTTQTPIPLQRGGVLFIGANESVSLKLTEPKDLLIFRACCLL
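Material: human phosphomannose isomerase with PGI, G6PDH, diaphorase coupling enzymes; amount: PMI at 15 ng/mL final; also added: Mannose-6-phosphate 1.0 mM (near-saturating) plus 0.22 mM NADP+; incubation: enzyme reaction with compound 20 min at room temperature; signal: resorufin fluorescence (Ex 544/Em 590 nm) from resazurin via diaphorase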
TNAP act hiacc: activators of human TNAP at high phosphate acceptor concentration | purified TNAP, CDP-star luminescence, 1 M DEA, 30 min; stronger effect = higher value; 0 = EDTA background, 1 = DMSO-only activity | P05186 | 200,000 tested, under 10 active | activation factor at 20 µM;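 active = activation factor at least 2 at 20 µM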
Target sequence (P05186 whole entry, looked up): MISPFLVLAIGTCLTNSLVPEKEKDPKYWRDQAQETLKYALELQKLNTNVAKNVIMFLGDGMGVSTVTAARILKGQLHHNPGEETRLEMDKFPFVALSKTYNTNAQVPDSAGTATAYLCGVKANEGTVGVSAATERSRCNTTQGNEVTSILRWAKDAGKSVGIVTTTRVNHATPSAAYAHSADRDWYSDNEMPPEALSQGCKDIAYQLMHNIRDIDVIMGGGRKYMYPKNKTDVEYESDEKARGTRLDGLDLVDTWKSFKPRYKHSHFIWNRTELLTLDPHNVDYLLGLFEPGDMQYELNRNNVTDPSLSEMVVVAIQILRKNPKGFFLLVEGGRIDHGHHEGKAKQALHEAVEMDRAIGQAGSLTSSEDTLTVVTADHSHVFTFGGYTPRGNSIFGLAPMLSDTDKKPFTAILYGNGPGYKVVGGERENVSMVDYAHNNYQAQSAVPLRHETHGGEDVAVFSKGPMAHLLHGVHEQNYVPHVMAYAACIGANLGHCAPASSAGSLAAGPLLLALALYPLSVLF
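Test system – human TNAP · Doses – 20 µM single point · Incubation – 30 min, room temperature · Signal – luminescent substrate turnover signal · Read-out basis – activation factor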
TNAP inh hiacc: inhibitors of human TNAP at high phosphate acceptor concentration; P05186; purified TNAP, CDP-star luminescence, 1 M DEA; inhibition, % at 20 µM; 200,000 compounds, 0.03% hits; AID 1135;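 active = over 50% inhibition of tissue-nonspecific alkaline phosphatase at 20 µM in the single-dose screen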;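 note: plate controls were DMSO wells for no effect and EDTA-quenched wells as full inhibition for full effect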
PMI act: activators of human phosphomannose isomerase; 190,000 compounds, 0.005% hits; purified human PMI, coupled resazurin fluorescence, 20 min; stronger effect = higher value; 1 = vehicle control, 0 substrate-free wells; AID 1214; activation factor at 20 µM; P34949;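 active = activation factor of 2 or more at 20 µM, relative to plate controls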
Diaphorase act: activates diaphorase or chemically reduces, flagging diaphorase assay artifacts; 190,000 compounds, 0.005% hits; AID 1229; Diaphorase/resazurin coupled assay, resorufin fluorescence, 16 min; stronger effect = higher value; 1 = vehicle wells, 0 = NADH-free wells; activation factor at 20 µM;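 active = diaphorase activity raised at least twofold by the compound at 20 µM; inactive = activation factor below 2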
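Assay system: bacterial diaphorase enzyme (C. kluyveri) / Input: enzyme 0.07 U/mL final / Medium: 50 mM HEPES pH 7.4 with 4.542 mM MgCl2, 0.005% Tween 20 / Doses: single compound dose of 20 µM, 1% DMSO final / Incubation: 16 min enzyme reaction, ambient temperature / Signal: fluorescence, excitation 544 nm and emission 590 nm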
TNAP inh noacc: inhibitors of human TNAP without phosphate acceptor; P05186; purified TNAP, CDP-star luminescence, 30 min; inhibition, % at 20 µM; 200,000 compounds, 0.26% hits;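 active = tissue-nonspecific alkaline phosphatase inhibition above about 50% at 20 µM in the single-dose screen, limit read from the data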;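 note: 0% = DMSO negative control and 100% = EDTA positive control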
L major viab: Leishmania major promastigote growth inhibition; Leishmania major promastigotes, resazurin fluorescence viability; inhibition, % at 10 µM; 200,000 compounds, 9% hits; AID 1063; in the data active = inhibition above about 50%;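 note: promastigotes grown with compound for 44 hours at 28 °C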
bIAP inhibitor: blocks bovine intestinal alkaline phosphatase activity; inhibition, % at 20 µM; 190,000 tested, under 10 active; purified bovine IAP, CDP-star luminescence, 30 min;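 active = over 50% inhibition of intestinal alkaline phosphatase at 20 µM in the single-dose screen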
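Incubation: 30 min reaction at room temperature / Material: purified bovine intestinal alkaline phosphatase (IAP) enzyme / Input: enzyme at 1/65,000,000 dilution / Dosing: 20 µM single dose / Signal: CDP-star luminescence signal / Reagent: CDP-star chemiluminescent phosphatase substrate, 30 µM final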
bIAP act: increases bovine intestinal alkaline phosphatase activity; AID 1016; purified bovine IAP, CDP-star luminescence, 30 min; stronger effect = higher value; fold of DMSO-control signal, blank-subtracted; 200,000 compounds, 0.17% hits; activation factor at 20 µM;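 active = activation factor of 2 or more at 20 µM, a signal rise over negative controls twice the positive control's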
Diaphorase inh: diaphorase inhibition or chemical oxidation counter-screen; diaphorase resazurin-to-resorufin fluorescence, NADH, 16 min; bacterial (C. kluyveri) enzyme, not human; inhibition, % at 20 µM; 190,000 compounds, 0.69% hits;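 active = primary screen inhibition at 20 µM above a set limit, cut at about 50% in these data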;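 note: plate controls were DMSO with full reaction for no effect and wells lacking NADH for full effect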
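Test system: diaphorase enzyme from Clostridium kluyveri; amount: diaphorase at 0.14 U/mL in enzyme working solution; detection: fluorescence of resorufin formed from resazurin, Ex 544/Em 590 nm; times: reaction incubation of 16 min at room temperature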
* marks the source's active call; other numbers are inactive results; · = no result given.

SMILES	PMI act satM6P	TNAP act hiacc	TNAP inh hiacc	PMI act	Diaphorase act	TNAP inh noacc	L major viab	bIAP inhibitor	bIAP act	Diaphorase inh
CCN(CC)S(=O)(=O)c1cc(NC(=O)C(C)N2CCN(Cc3ccc4c(c3)OCO4)CC2)ccc1C (centres undefined)	0.9	1	-2	0.9	0.9	-8	88*	-1	1	14
CCCC(=O)N=C1SC2CS(=O)(=O)CC2N1c1ccc(C(C)=O)cc1 (centres undefined)	0.9	1	-4	1	0.8	-17	6	8	0.9	19
C=CCN(C(=O)CNC(=O)c1ccco1)C(C(=O)NC1CCCCC1)c1ccccc1 (centres undefined)	1	1	-5	0.9	0.9	-8	11	2	1	7
COc1ccc(CCNC(=O)C2CCCN(S(=O)(=O)c3cnc[nH]3)C2)cc1OC (centres undefined)	1	1.1	-6	1	0.9	-18	0	6	0.9	13
COc1ccc(OC)c(NC(=O)NCc2ccc(F)cc2)c1	1	1	-2	1	1.1	-8	-1	18	0.8	-6
Cc1cc(=O)oc2cc(OCC(=O)Nc3cccc(S(=O)(=O)N(C)C)c3)ccc12	1.1	1.1	-5	1.1	0.9	3	60*	2	1	6
Cc1cccc(Cc2nnc(CCC(=O)NCc3ccncc3C)o2)c1	1	1	0	1	0.9	-3	5	-1	1	6
N/C(=N\OC(=O)COc1ccc(Br)cc1)c1cccnc1	1	1	-2	1.1	1	-4	-9	26	0.7	1
CCCCNC(=O)CSc1nc2cc3c(cc2c(=O)n1CCC(=O)NCCc1ccc(OC)c(OC)c1)OCO3	1.1	1.5	-52	1.1	1.1	-251	52*	-101	2*	-8
O=C(NCc1ccccn1)c1cn(CCc2ccccc2)nn1	1	1.1	-7	1	0.9	-13	6	5	1	12
COc1ccc(CCNC(=O)COC(=O)/C=C/c2cccs2)cc1OC	1	1.1	-5	1	1	-4	5	-12	1.1	-2
CCOC(=O)c1cnn(-c2ccccc2)c1NC(=O)CCl	1	1	-4	1	1	-10	0	12	0.9	-3
Cc1ccc(Cn2cnc3c(nnn3Cc3ccc(Cl)cc3)c2=O)cc1	1	1	0	0.9	0.9	-3	0	-2	1	7
NS(=O)(=O)c1ccc(NC(=S)NCc2ccc(F)cc2)cc1	1	1	-3	0.8	0.9	-4	-2	-7	1.1	15
CCc1c(C(=O)Nc2ccccc2)c(C)[nH]c(=S)c1C#N	1.4	1	-5	1.2	0.8	-10	-8	12	0.9	15
CCCN1CCN(CCCNC(=O)CCn2nc(-c3ccccc3)ccc2=O)CC1	1.1	1	-1	1.1	1.1	-9	2	6	0.9	-12
Cc1ccc(CNC(=O)CCC2CCCN(C(=O)CCC(F)(F)F)C2)o1 (centres undefined)	1.1	1.1	-5	1.1	1	-13	-6	2	1	5
CC(=O)/C(=N\Nc1ccccc1)Sc1nncn1C	1.5	1	-3	1.4	0.8	-10	33	23	0.8	17
O=C(COC(=O)c1ccc[nH]c1=O)c1ccc(Cl)s1	0.9	1	-2	0.9	0.8	-3	-7	10	0.9	21
CCOC(=O)c1c(OCC)[nH]c2ccc(O)cc12	1	1	-2	1	0.7	-10	-2	16	0.8	32
COc1ccc(OC2C(=O)N(c3ccc(F)cc3)C2c2ccc(OC)c(OC)c2)cc1 (centres undefined)	0.9	1	0	0.8	0.8	-5	40	0	1	16
Cc1ccc(C)c(OCCOCCN2CC(C)OC(C)C2)c1C (centres undefined)	1.1	1.1	-6	1	1	-12	91*	-9	1.1	-2
COc1ccccc1NC(=O)c1ccc(NC(=O)CSc2ncn[nH]2)cc1	1	1	-3	0.9	1	-25	1	26	0.7	-2
C#CCOCCOCCOCCNc1nc(N2CCOCC2)nc(N2CCN(C(=O)Cn3cc(CCCN=C(N)N)nn3)CC2)n1	1.3	1	2	1.3	1.1	-4	8	30	0.7	-9
CC(C)c1nc(CN(C)C(=O)N[C@H](C(=O)N[C@@H](Cc2ccccc2)C[C@H](O)[C@H](Cc2ccccc2)NC(=O)OCc2cncs2)C(C)C)cs1	0.9	1.1	-14	0.8	0.6	-22	·	-3	1	42
CSCCC(NC(=O)c1ccccc1Br)C(=O)NCC1CCCCC1 (centres undefined)	1	1	0	1	0.9	-5	7	4	1	8
Cc1cccc(/C(N)=N/OC(=O)c2ccco2)c1	1	1.1	-10	0.9	0.9	-6	2	2	1	12
COc1cc2c(cc1OC)CN(C(=O)Cc1ccc(OC)c(S(=O)(=O)N3CCOCC3)c1)CC2	1	1.1	-6	1	0.9	-13	2	8	0.9	6
CCC(O)(CC)C(=O)NN(C(=O)CCl)c1ccccc1	1.1	1	-2	1.2	0.9	-7	5	7	0.9	6
COCCn1c(C)cc(C(=O)COc2cccnc2[N+](=O)[O-])c1C	0.4	1	2	0.6	0.7	-2	6	-8	1.1	32
CCOC(=O)c1cnc(SCC(=O)N2CCc3ccccc32)nc1N	1	1	3	0.9	0.9	-8	-9	7	0.9	6
CCc1ccc(C(=O)Nc2ccc(OC)c(S(=O)(=O)N3CCOCC3)c2)cc1	1	1.1	-6	0.9	0.8	-20	11	1	1	15
COCCN1C(=O)c2cc(C(=O)Nc3cccc(F)c3)ccc2C1Nc1cccc(F)c1 (centres undefined)	1.1	1	-4	1.2	1	-4	-8	7	0.9	-4
C#CCOCCOCCOCCNc1nc(N2CCN(C(=O)[C@H](CCCCN)n3cc([C@@H](N)CC(C)C)nn3)CC2)nc(N2CCN(C(=O)[C@H](CCCCN)n3cc([C@@H](N)CC(C)C)nn3)CC2)n1	1.2	1.1	-8	1.2	1.8	-12	-4	-3	1	-79
c1cc2c(cc1-c1cnc3n1CCC3)OCCO2	0.9	1.1	-11	1	0.8	3	14	0	1	20
COC(=O)C(NS(=O)(=O)c1ccc(F)cc1)c1ccccc1 (centres undefined)	0.9	1	-2	1	0.9	-7	-2	-3	1	11
O=C(Nc1cccnc1N1CCOCC1)c1cc2ccccc2oc1=O	0.9	1	-3	0.9	0.8	-10	·	-4	1	15
O=C(Nc1ccc(S(=O)(=O)N2CCCCCC2)cc1)C1CCCO1 (centres undefined)	1	1	-3	1	1	-7	1	0	1	-2
CCc1ccccc1NC(=O)CN(C)C(=O)CSc1nc2cc(Cl)ccc2s1	1.2	1.1	-7	1.2	1.1	3	-3	3	1	-8
N#Cc1c(NC(=O)c2nc3ncccn3n2)sc2c1CCCCC2	1.1	0.8	17	1	1	30	-9	-6	1.1	-4
Cc1cc(-c2ccccc2)nc(SCC(=O)N2CCCC2)n1	1.1	1	-2	1.1	0.9	-18	2	-10	1.1	9
CCc1nnc(NC(=O)CCc2ccc(C)o2)s1	1	1	-4	1	0.8	-14	-4	16	0.8	15
CCCCCNC(=O)Cc1cc(=O)[nH]c(=O)[nH]1	1	1	-4	1	0.9	-4	-8	21	0.8	7
Cc1c(NC(=S)NCc2ccc(F)cc2)cccc1[N+](=O)[O-]	0.9	1	-1	0.8	0.9	5	3	-1	1	12
CC(C)CCNC(=O)c1ccc2c(c1)ncn2C1CCCC1	1	1.1	-6	0.9	0.9	-16	-3	0	1	13
Cc1cccc(N2C(=O)CC(N3CCN(Cc4ccc5c(c4)OCO5)CC3)C2=O)c1 (centres undefined)	0.9	1.1	-8	0.9	0.8	-16	-3	-10	1.1	17
N#Cc1nc(-c2cccc3ccccc23)oc1NCCN1CCOCC1	0.9	1.1	-6	0.9	0.7	-11	8	1	1	28
COc1ccc(OC)c(C(c2nnnn2CC2CCCO2)N2CCN(C3CCCC3)CC2)c1 (centres undefined)	1	1	-3	1	0.8	-13	-3	0	1	22

Structural class: those above containing two or more sulfur atoms
SMILES	PMI act satM6P	TNAP act hiacc	TNAP inh hiacc	PMI act	Diaphorase act	TNAP inh noacc	L major viab	bIAP inhibitor	bIAP act	Diaphorase inh
CCCC(=O)N=C1SC2CS(=O)(=O)CC2N1c1ccc(C(C)=O)cc1 (centres undefined)	0.9	1	-4	1	0.8	-17	6	8	0.9	19
NS(=O)(=O)c1ccc(NC(=S)NCc2ccc(F)cc2)cc1	1	1	-3	0.8	0.9	-4	-2	-7	1.1	15
CC(C)c1nc(CN(C)C(=O)N[C@H](C(=O)N[C@@H](Cc2ccccc2)C[C@H](O)[C@H](Cc2ccccc2)NC(=O)OCc2cncs2)C(C)C)cs1	0.9	1.1	-14	0.8	0.6	-22	·	-3	1	42
CCc1ccccc1NC(=O)CN(C)C(=O)CSc1nc2cc(Cl)ccc2s1	1.2	1.1	-7	1.2	1.1	3	-3	3	1	-8

Remaining list, next part
SMILES	PMI act satM6P	TNAP act hiacc	TNAP inh hiacc	PMI act	Diaphorase act	TNAP inh noacc	L major viab	bIAP inhibitor	bIAP act	Diaphorase inh
O=C(CNC(=O)c1ccccc1)OCc1cccc(Br)c1	1.1	1	-3	1	1	-11	-8	0	1	-2
CC(C)CC(=O)Nc1nnc(SCC(=O)NCc2ccco2)s1	1.2	1	3	1.2	0.9	-10	-3	20	0.8	6
O=C(c1ccco1)N1CCN(S(=O)(=O)/C=C/c2ccccc2)CC1	1	1	-3	1	1	-7	-5	-1	1	-4
CCSc1nnc(NC(=O)C(NC(=O)c2ccc(Cl)cc2)C(C)C)s1 (centres undefined)	1	1	2	1	0.9	-1	-7	6	0.9	8
CC(=O)c1ccc(NC2OC(CO)C(O)C(O)C2O)cc1 (centres undefined)	1.1	1.1	-10	1	0.9	-3	-6	5	1	5
CC(NC(=O)c1ccc(N(C)C)cc1)C1CC2CCC1C2 (centres undefined)	1.1	1	-4	1	1	-10	1	11	0.9	-3
CC(C)C[C@H](NC(=O)N1CCN(c2ccccc2)CC1)C(=O)O	1	1.1	-6	1	0.9	-15	-1	3	1	15
Cc1ccc(-n2cc(CN(C)Cc3nccn3C)c(-c3cccc(C)c3)n2)cc1	0.8	1.1	-8	0.8	0.7	-2	39	-8	1.1	27
CCCNC(=O)[C@H](C)NC(=O)c1ccc(Br)cc1	1	1.1	-6	1	0.9	-12	13	3	1	12
CCN(CC)S(=O)(=O)c1ccc(C(=O)NCC(c2ccc(OC)cc2)N2CCOCC2)cc1 (centres undefined)	1.1	1.1	-6	1.1	1.1	-1	4	-17	1.2	-9
O=C(NC(=S)NCCO)c1sc2ccccc2c1Cl	1.1	1	-3	1.1	0.9	-5	63*	-10	1.1	5
COc1ccc(NC(=S)N(Cc2ccc(C)cc2)Cc2ccccn2)cc1	1.1	1	-4	0.9	0.9	-13	95*	-7	1.1	6

Bioassay records deposited in PubChem by several laboratories.
